Hsp90 block: displaces geldanamycin probe from tumor Hsp90; P07900; NCI-N417 lysate Hsp90, Cy3B-geldanamycin FP displacement; inhibition, % at 30 µM; hit rate 0.35% among 64,000; AID 429;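 active = inhibition above 50%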;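 also: 0% = tracer plus lysate wells and 100% = tracer alone without lysate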
* marks the source's active call; other numbers are inactive results; i = inactive; & = joins results of further samples. A portion of the library; rates above refer to the full screens.

SMILES	Hsp90 block
CCNC(=O)N1CCN(CCCC(c2ccc(F)cc2)c2ccc(F)cc2)CC1	-1
COc1cc(NCCCCCN2C(=O)c3ccccc3C2=O)c2ncccc2c1	2
Nc1nc(OCc2ccccc2)c2[nH]cnc2n1	3
Nc1ccc(C(=O)CSCC(NC(=O)CCC(N)C(=O)O)C(=O)NCC(=O)O)cc1 (stereo not given)	-5
N#CC(Cc1ccc(O)c(O)c1)C(=O)N1CCc2ccccc21 (stereo not given)	81*
C[N+]1(CCCCC[N+]2(C)CCCC2)CCCC1	1
CN(C)CCCCSC(=N)N	1
COc1cc(Nc2c3ccc(Cl)cc3nc3ccc(OC)cc23)c2ncccc2c1	14
CCCCCCCCCCCCCCCCOCC(COCC(F)(F)F)OP(=O)(O)OCO (stereo not given)	-3
O=c1c2ccccc2nc2n1CCc1c-2[nH]c2ccccc12	1
Nc1c2c(nc3ccccc13)CCCC2	-3
CCCCCC(O)CCCC(=O)O (stereo not given)	0
COc1ccc2nc(C)cc(NN=Cc3cccnc3)c2c1	1
CNC(=O)c1cc2c(cn1)[nH]c1ccccc12	-3
Cc1cc(N)c2ccccc2[n+]1CCCCCCCCCCCCCC[n+]1c(C)cc(N)c2ccccc21	-3
CCc1c(C)[nH]c2c1C(=O)C(CN1CCOCC1)CC2 (stereo not given)	-4
O=C1CC2(CCCC2)CC(=O)N1CCCCN1CCN(c2ncccn2)CC1	-2
C[C@@H]1C(=O)NC2=Nc3cccc(Cl)c3CN21	2
CC(C(=O)O)c1ccc(CC2CCCC2=O)cc1 (stereo not given)	-2
CSc1ccc2c(c1)C(N1CCN(C)CC1)Cc1ccccc1S2 (stereo not given)	-2
O=C(O)CCC(C(=O)O)N1C(=O)c2ccccc2C1=O (stereo not given)	1
CC(C)(C)[C@]1(O)CCN2C[C@H]3c4ccccc4CCc4cccc(c43)[C@@H]2C1	4&-2
O=c1cc(N2CCOCC2)oc2c(-c3ccccc3)cccc12	2
CC(=O)O[C@H]1CC2(C)[C@@H](C[C@@H](O)[C@H]3[C@@]4(C)CC[C@@H](O)[C@@H](C)[C@@H]4CC[C@@]32C)C1=C(CCC=C(C)C)C(=O)O (stereo not given in full)	-5
C=CCn1c(=O)c2c(nc(-c3ccc(S(=O)(=O)O)cc3)n2C)n(C)c1=O	3
CCC(C)N(C)C(=O)c1cc2ccccc2c(-c2ccccc2Cl)n1 (stereo not given)	0
C/C=C/CC(C)C(O)C1C(=O)NC(CC)C(=O)N(C)CC(=O)N(C)C(CC(C)C)C(=O)NC(C(C)C)C(=O)N(C)C(CC(C)C)C(=O)NC(C)C(=O)NC(C)C(=O)N(C)C(CC(C)C)C(=O)N(C)C(CC(C)C)C(=O)N(C)C(C(C)C)C(=O)N1C (stereo not given)	3
C#CC(N)CCC(=O)O (stereo not given)	-2
CCCCCCN(CCCCCC)C(=O)Cc1c(-c2ccc(F)cc2)[nH]c2ccccc12	-2
NC1(C(=O)O)CCc2cc(C(=O)O)ccc21 (stereo not given)	-7
COC(=O)[C@@H](N)Cc1ccc(O)c(O)c1	34
CC(=O)C(C)=O	4
COc1ccc2c(c1)c(CC(=O)O)c(C)n2C(=O)c1ccccc1	1
NC(=O)C1=CN(C2OC(COP(=O)(O)OP(=O)(O)OC[C@H]3O[C@@H](n4cnc5c(N)ncnc54)C(OP(=O)(O)O)[C@H]3O)C(O)C2O)C=CC1 (stereo not given in full)	-1
c1ccc(C2CN3CCSC3=N2)cc1 (stereo not given)	0
COC(=O)c1c(-c2cc(OC)c(OC)c(OC)c2)c2ccc(OCc3ccccn3)cc2c(=O)n1-c1ccc(N)cc1	0
OC[C@H]1O[C@@H](n2cnc3c(NC4CCCCC4)ncnc32)[C@H](O)[C@@H]1O	0
CC(C)C[C@H](NC(=O)[C@H](O)[C@H](N)Cc1ccccc1)C(=O)O	-2
O=C1N=C(O)CN1/N=C/c1ccc(-c2ccc([N+](=O)[O-])cc2)o1	1
CN[C@H](CC(C)C)C(=O)N[C@H]1C(=O)N[C@@H](CC(N)=O)C(=O)N[C@H]2C(=O)N[C@H]3C(=O)N[C@H](C(=O)N[C@H](C(=O)O)c4cc(O)cc(O)c4-c4cc3ccc4O)[C@H](O)c3ccc(c(Cl)c3)Oc3cc2cc(c3O[C@@H]2O[C@H](CO)[C@@H](O)[C@H](O)[C@H]2O[C@H]2C[C@](C)(N)[C@H](O)[C@H](C)O2)Oc2ccc(cc2Cl)[C@H]1O	i
Cc1cccc(C(=O)NCN2CCN(c3ccccc3C#N)CC2)c1	-1
O=C(O)c1cc(=O)c2ccc(Cl)cc2[nH]1	3
O=C(O)CCC/C=C\C[C@@H]1[C@@H](/C=C/[C@H](O)C2Cc3ccccc3C2)[C@@H](F)C[C@@H]1O	0
CC1CCN(CC[C@H]2CCCN2S(=O)(=O)c2cccc(O)c2)CC1	0
CC(C)(C)NCC(O)COc1nsnc1N1CCOCC1 (stereo not given)	2
Cn1cnc([N+](=O)[O-])c1Sc1ncnc2nc[nH]c12	-4
NCCCCN	3
CCOC(=O)C(C)(C)Oc1ccc(Cl)cc1	-1
Oc1cc(O)c2c(c1)O[C@H](c1ccc(O)c(O)c1)[C@@H](O)C2	70*
CN(C)CCC(c1ccccc1)c1ccccn1 (stereo not given)	2
COc1cc(NCCCN(CC(C)C)CC(C)C)c2ncccc2c1Cl	10
NC(N)=NC(N)=Nc1ccccc1	0
CC(CCc1ccc(O)cc1)NCCc1ccc(O)c(O)c1 (stereo not given)	61*
Fc1ccc(C(OCCCc2cnc[nH]2)c2ccc(F)cc2)cc1	-3
CCC(CC)NCCCNc1cc(OC)cc2cccnc12	10
NC(=O)C(=O)O	0
NC[C@H](O)c1ccc(O)c(O)c1	29
COc1cc2c(CCNC(C)=O)c[nH]c2cc1Cl	-3
NC1C=CC=C(C(=O)O)C1 (stereo not given)	-1
NC(=NCc1ccc(Cl)c(Cl)c1)NC(=O)c1nc(Cl)c(N)nc1N	-3
The list goes on:
SMILES	Hsp90 block
CCCCCCCC/C=C\CCCCCCCC(=O)NCCc1ccc(O)c(O)c1	84*
N=C(N)c1ccc(N)cc1	3
CCCCCCCCS(=O)(=O)Nc1cc(OC)cc2cccnc12	2
[N-]=[N+]=Nc1ccc(C(=O)CSC[C@H](NC(=O)CC[C@H](N)C(=O)O)C(=O)NCC(=O)O)cc1	2
O=C(O)c1ccccc1Nc1ccccc1	14
C[C@H]1O[C@@H](n2cc(F)c(=O)[nH]c2=O)[C@H](O)[C@@H]1O	-2
NCC(O)C1CCCCCCC1 (stereo not given)	0
Cn1cc(C2=C(c3ccc(Cl)cc3Cl)C(=O)NC2=O)c2ccccc21	12
N[C@H](C(=O)O)[C@H](O)C(=O)O	0
CC/C(=C(\c1ccccc1)c1ccc(OCCN(C)C)cc1)c1ccccc1	0
CCOC(=O)c1cnc2c(cnn2CC)c1NN=C(C)C	0
COc1ccccc1N1CCN(CCCCNS(=O)(=O)c2cccc3c(N(C)C)cccc23)CC1	4
C/C(=C\c1ccc(C(=O)O)cc1)c1ccc2c(c1)C(C)(C)CCC2(C)C	3
O=C1C(SCCO)=C(SCCO)C(=O)c2ccccc21	89*
C=CC1(C)CC(=O)C2(O)C(C)(O1)C(OC(C)=O)C(O)C1C(C)(C)CCC(O)C12C (stereo not given)	0
Cc1ccc(C(=O)O[C@H](C(=O)O)[C@H](OC(=O)c2ccc(C)cc2)C(=O)O)cc1 (tested in a mixture with another compound)	-1
COc1ccc(Oc2c(OC)cc(NCCCCCNC(C)C)c3ncccc23)cc1	16
Nc1ncnc2c1ncn2C1CCCC1	-1
C[C@H](Cc1ccccc1)Nc1ncnc2c1ncn2[C@@H]1O[C@H](CO)[C@H](O)C1O (stereo not given in full)	2
CC(C)NC[C@@H](O)COc1ccc(CC(N)=O)cc1	1
CCCCCCCCCC(=O)NC(CN1CCOCC1)[C@H](O)c1ccccc1 (stereo not given in full)	0
Oc1cc(O)cc(/C=C/c2ccc(O)c(O)c2)c1	108*
O=C1Cc2c([nH]c3ccc(Br)cc23)-c2ccccc2N1	0
CNCC[C@H](Oc1ccc(C(F)(F)F)cc1)c1ccccc1	1
C[N+](C)(C)CCO	-1
CC(C)c1ccc2c(c1)c(SC(C)(C)C)c(CC(C)(C)C(=O)O)n2Cc1ccc(Cl)cc1	6
Cc1ccccc1N1CCN(S(=O)(=O)C[C@]23CCC(CC2NC(=O)[C@@H](N)CCS(C)(=O)=O)C3(C)C)CC1 (stereo not given in full)	-1
CC1CN(S(=O)(=O)c2cccc3cnccc23)CCN1 (stereo not given)	2
Nn1nnc2ccccc21	1
Nc1ncnc2c1ncn2C1CCCO1 (stereo not given)	0
O=C1c2c(O)cc(O)cc2OC(c2ccc(O)c(O)c2)C1O (stereo not given)	71*
COc1cc(NCCN(CC(C)C)CC(C)C)c2ncccc2c1	22
CC(C)C(=O)c1c(C(C)C)nn2ccccc12	1
NCCNC(=O)c1ccc(Cl)cc1	0
CC(C)(C)NCC(O)c1ccc(O)c(CO)c1 (stereo not given)	-4&3
CC(C)(Sc1ccc(CCN(CCCCC2CCCCC2)C(=O)NC2CCCCC2)cc1)C(=O)O	2
Cn1c(=O)[nH]c2ncn(C)c2c1=O	-3
CCCNCCCC(C)Nc1cc(OC)cc2c(C)ccnc12 (stereo not given)	-6
Nc1ccc(CCNc2ncnc3c2ncn3C2OC(CO)C(O)C2O)cc1 (stereo not given)	3
Nc1nc2ccc(Cl)cc2c2nc(-c3ccco3)nn12	-3

Source: PubChem
